TNAP activation fold: human TNAP enzyme activators, primary screen, biochemical, luminescent, no phosphate acceptor, uHTS (AID 1001); purified TNAP, luminescent activation assay, no phosphate acceptor; higher activation fold means a stronger effect; one-dose activation fold at 20 µM; EC50 in µM for titrated hits; actives 0.03% (n = 200,000); in the data active means activation fold from about 3, or a potency from the dose series; inactive means the rest, 99 in 100 with activation fold below about 1.6; further: many of its hits are not listed in these tables
PMI inhibition: MPI inhibition at elevated mannose 6-phosphate – biochemical, fluorescence intensity, high mannose 6-phosphate, primary screen (AID 1220); inhibition, % at 20 µM; hits with a dose series show IC50 in µM; recombinant PMI enzyme, coupled fluorescence intensity; higher % means a stronger effect; actives 0.66% (n = 190,000)
human PMI inhibition: inhibitors of human PMI, primary screen, biochemical, fluorescence intensity, coupled assay (AID 1209) | purified PMI enzyme, coupled fluorescence intensity; higher % means a stronger effect | inhibition, % at 20 µM; hits with a dose series show IC50 in µM | actives 0.42% (n = 190,000);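 further: plate controls were DMSO vehicle for no effect and wells lacking substrate for full effect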
MT stabilize HCS: microtubule stabilization, imaging screen | % tubulin-high responders, % at 10 µM | HeLa tubulin immunostaining HCS, 24 h; share of cells brighter than vehicle mean+2SD | actives 0.83% (n = 200,000) | AID 2205;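 active means plate Z-score above 3 for both tubulin-high and condensed-nucleus cell shares, with cell loss under 80%, at 10 µM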;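 further: anti alpha tubulin signal scored within the nucleus-defined area of each cell; some results filed as inactive read as strong as hits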
Insulin prom up: MIN6 insulin promoter up-regulation. actives 0.3% (n = 190,000). AID 1625. MIN6 insulin promoter-GFP reporter, high-content imaging; hits give high values. z-score at 5 µM;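 active means z-score above 3 at 5 µM with at least 500 cells counted in the well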
Hep lipid drop: hepatic lipid droplet formation modulation; inhibition, % at 6.5 µM; AML12 mouse hepatocytes, oleate lipid droplets, BODIPY imaging; actives 0.4% (n = 240,000); AID 1656;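 active means lipid droplet intensity inhibited by at least 50%, with more than 500 cells counted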
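Material – AML12 mouse liver cells · Also added – oleate loading, 100 µM · Compound dosing – 6.5 µM single-point dosing · Times – overnight treatment with compound plus oleate · Measured by – fluorescence imaging, 20x objective, two fields per well · Read-out – percent inhibition of filter-corrected integrated lipid droplet intensity per well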
T cell HTS: T cell immune modulation candidate; 2C CD8+ T cell-vesicle binding, flow cytometry; hits give low values; calls only at 7 µM; actives 0.068% (n = 330,000); AID 2052;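 active means response, share of CD8 T cells binding vesicles, and their 90th percentile fluorescence all below set limits, cut at about 80% in these data, passing the limit was not always enough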
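material = purified 2C TCR transgenic mouse naive CD8+ T cells | controls = Unloaded micro-vesicles (low), QL9 vesicles with 0.7% DMSO (high) | detection = cytometric PE anti-B7-1 and Alexa647 anti-CD8 signals after 1% paraformaldehyde fixation | incubation = binding step 1.5 h, 37 °C, antibody labelling 20 min, ice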
b-catenin transl: modulators of beta-catenin nuclear translocation. HeLa beta-catenin nuclear translocation, immunofluorescence imaging. actives 0.3% (n = 190,000). nuclear translocation activity, % at 5 µM. AID 1665;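 active means nuclear translocation activity above 50% at 5 µM, with a well cell count of 50 or more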;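 further: per-cell ratio of nuclear to cytoplasmic median beta-catenin stain intensity; plate controls were DMSO negative control for no effect and GSK-3 inhibitor IX positive control for full effect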
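Signal – beta-catenin immunofluorescence imaging with DAPI · Test system – human HeLa cell line · Dosing – 5 µM primary single dose, 0.1% DMSO, 0.02–20 µM confirmation series · Measure – % activation, nuclear-to-cytoplasmic median beta-catenin signal ratio per cell · Incubation – 24 h compound exposure at 37°C, 5% CO2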
Autophagy HCS: alters autophagy in cells | MEF GFP-LC3 puncta imaging; test concentration mostly 10 µM | calls only at 10 µM (by protocol) | actives 0.98% (n = 190,000) | AID 463193;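 active means percentage of spot-positive cells more than 3 SD above its plate mean, without a fluorescence outlier flag or 80% toxicity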;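 further: spot-positive cell cutoff set from DMSO-treated cells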
Insulin prom up cell count: also measured in Insulin prom up; calls as there; cell count; measured here: cytotoxicity, nuclei count;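 total cells summed across four imaged fields per well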
Hep lipid drop cells 6.5 µM: further read-out of Hep lipid drop, marked with its call; cell count; measured here: cell count, cytotoxicity flag;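 cells counted across two imaged fields per well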
b-catenin transl cell count 5 µM: also measured in b-catenin transl; calls as there; cell count; measured here: cell count, cytotoxicity flag
T cell HTS vesicle-bound %: recorded beside T cell HTS, whose call it bears; double positive events, %; measured here: CD8+ vesicle-bound cell fraction;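 binding gate set so that unloaded-vesicle control wells show 10% double positive cells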
MT stabilize HCS Hoechst-high %: second read-out of MT stabilize HCS, no call of its own (marks repeat the call); % Hoechst-high responders; measured here: nuclear condensation Hoechst responders;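 share of cells brighter than vehicle mean plus two SD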
MT stabilize HCS cytotoxicity %: also measured in MT stabilize HCS; calls as there; toxicity, %; measured here: cytotoxicity by cell density;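 0% = mean cell density of plate MIN control wells and 100% = no cells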
Autophagy HCS cell loss 18 h: second read-out of Autophagy HCS, no call of its own (marks repeat the call); toxicity, %; measured here: cell loss, nuclei count;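 cell loss after 18 h compound exposure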
An asterisk follows results filed as active; i = inactive; . = no result given. Unless noted, no stated cut-off is given here; in the data, active means inhibition above about 50%; inactive means the rest.

Every second line gives: TNAP activation fold	PMI inhibition	human PMI inhibition	MT stabilize HCS	MT stabilize HCS Hoechst-high %	MT stabilize HCS cytotoxicity %	Insulin prom up	Insulin prom up cell count	Hep lipid drop	Hep lipid drop cells 6.5 µM	T cell HTS	T cell HTS vesicle-bound %	b-catenin transl	b-catenin transl cell count 5 µM	Autophagy HCS	Autophagy HCS cell loss 18 h
1. C=CCNC(=S)N/N=C/c1ccc(C)c([N+](=O)[O-])c1
    1	0%	-1%	4.1	2.2	1.1	0.37	1230	-20	682	i	52	.	.	i	-6
2. COCCn1c(C)cc(C(=O)CSc2nnc3ccccn23)c1C
    1.2	-2%	-2%	1.9	4.2	10.0	-0.98	745	.	.	i	26	.	.	i	0
3. COc1cc2[nH]c(=S)n(N(C(C)=O)C(C)=O)c(=O)c2cc1OC
    1.1	-14%	1%	1.3	1.3	7.3	0.4	788	10	774	i	60	0.8	1189	i	-10
4. O=C(NCc1ccccc1F)C1CCCN1C(=O)NC1CCCCC1 (stereo not given)
    1.1	-11%	0%	2.4	1.7	6.3	-0.09	1146	8	703	i	18	-1.0	1216	i	-5
5. CCOC(=O)c1sc(=S)n(C)c1NC(=O)c1ccccc1C
    1	5%	38%	2.0	2.3	4.1	0.01	1442	-3	528	i	4	-0.4	1050	i	9
6. CCn1nccc1C(=O)Nc1ccc(Cl)c(Cl)c1
    1.1	0%	-2%	2.6	2.6	7.6	.	.	-4	701	i	10	2.9	1026	i	0
7. COc1ccc(OC)c(Cc2nnc(CCC(=O)N3CCC(N4CCCCC4)CC3)o2)c1
    1.1	6%	8%	3.9	1.9	0.5	0.99	1672	0	718	i	56	-2.5	977	i	9
8. C/C(=N\NC(=O)c1ccc(C)cc1C)c1ccc2c(c1)OCO2
    1.1	-4%	-4%	5.0	2.7	3.6	-0.08	1310	20	692	i	43	-5.6	562	i	-2
9. Cc1cccc(Nc2ncnc(N)c2[N+](=O)[O-])n1
    1.2	3%	4%	3.6	1.6	0.6	0.16	1576	2	791	i	48	-5.9	1059	i	8
10. COc1ccc(OC)c(N2Cc3ccccc3C2)c1
    1.1	33%	-8%	3.0	1.6	3.2	.	.	-19	639	i	4	-1.0	1065	i	0
11. O=C(O)COc1ccc(/C=N/n2c(COc3ccccc3)nc3ccccc3c2=O)cc1
    1.1	0%	5%	4.3	3.0	5.9	1.2	1546	-2	637	i	7	0.9	1097	i	2
12. COc1ccccc1CNC(=O)C1CCCN1S(=O)(=O)c1cccc2cccnc12 (stereo not given)
    1.1	5%	9%	5.3	1.7	6.6	1.3	728	.	.	i	38	.	.	i	0
13. O=[N+]([O-])c1ccc(O)c(/C=N/Nc2nc3ccccc3[nH]2)c1
    2.4	-41%	-30%	8.7	2.1	22	-0.55	1165	-3	675	i	46	1.1	1018	i	-3
14. N#Cc1ccc(-c2csc(NC3=NCCCCC3)n2)cc1
    1.1	4%	5%	6.6	3.6	8.0	-0.29	1333	-18	585	.	.	.	.	i	-2
15. CCCNS(=O)(=O)c1ccc(CCC(=O)N2CCC(C)CC2)cc1
    1.2	-5%	1%	2.6	2.5	7.6	0.87	904	-49	736	i	35	.	.	i	-5
16. COc1cccc(NC(=O)[C@H](C)NC(=O)C2CCN(S(=O)(=O)c3ccc(C)cc3)CC2)c1
    .	.	.	.	.	.	-0.13	1030	18	726	i	15	0.0	1305	.	.
17. Cc1cc(NC(=O)C2CCCN2C(=O)Nc2cccc(Cl)c2)ccc1-n1cnnn1 (stereo not given)
    1.2	.	.	3.6	2.6	9.7	0.89	1708	-6	669	i	10	0.0	1556	i	-3
18. CCC(=O)Nc1ccc(S(=O)(=O)N2CCc3ccccc3C2)cc1
    0.8	6%	0%	2.9	2.9	1.7	-0.86	1039	.	.	i	41	0.5	1175	i	2
19. FC(F)(F)c1nc2ccccc2n2c(-c3ccc(Cl)cc3Cl)nnc12
    1	-8%	-5%	2.3	1.3	6.4	.	.	.	.	i	50	.	.	i	-15
20. O=S(=O)(CCc1ccncc1)C1Cc2cccc3cccc1c23 (stereo not given)
    .	.	.	.	.	.	0.76	1012	-5	736	i	35	0.0	1396	.	.
21. COc1cc(/C=C(\C#N)c2nc3ccccc3[nH]2)ccc1Oc1ccc([N+](=O)[O-])cn1
    1	9%	-3%	4.1	2.1	4.6	-2	1138	.	.	i	48	-0.4	1405	i	2
22. CCCCSCCCNC(=O)Nc1ccc(C)c(C)c1
    1.2	-3%	-9%	1.8	2.3	15	.	.	3	727	i	41	-1.8	1045	i	6
23. COc1ccc(N(CC(=O)Nc2cccc(SC)c2)S(C)(=O)=O)cc1
    1	8%	1%	6.2	2.4	9.6	-0.34	1153	.	.	i	52	-1.6	918	i	-19
24. Cc1ccc(-n2nc3c([n+]2[O-])CCc2c-3no[n+]2[O-])cc1
    1.1	-11%	-7%	3.4	2.3	5.1	0.78	1244	.	.	i	41	-5.3	922	i	-34
25. COc1cc(OC)c(C2SCCCS2)cc1OC
    1	31%	13%	1.4	1.2	2.9	0.65	1207	-18	653	i	45	.	.	i	0
26. O=C(O)COc1ccc2occ(C(=O)c3ccccc3)c2c1
    1.1	2%	4%	2.6	2.6	27	-0.07	1203	2	649	i	25	.	.	i	6
27. Cc1cc(Br)ccc1OCCCCN1CCCCC1
    1.1	10%	7%	2.0	2.6	8.5	-1	1447	-1	414	i	52	0.4	1519	i	0
28. O=C(O)CN1C(=O)C2C3CC(C2C1=O)C1C(c2ccc(Cl)cc2)c2sc(=O)[nH]c2SC31 (stereo not given)
    1	-2%	4%	3.2	1.9	5.4	-0.13	1217	-6	706	i	45	1.1	1059	i	-2
29. C#CCCOC(=O)Nc1ccccc1
    .	.	.	.	.	.	0.21	986	10	806	i	63	1.1	1365	.	.
30. CC(NS(=O)(=O)c1ccc(Cl)c(Cl)c1)C(=O)OCC(=O)Nc1ccc2c(c1)OCO2 (stereo not given)
    1.1	20%	15%	2.1	1.2	3.6	0.45	1428	1	656	i	62	0.5	1534	i	8
31. CCOC(=O)c1c(-c2cccs2)csc1NC(=O)CN1CC(C)OC(C)C1 (stereo not given)
    1.1	13%	14%	2.5	1.6	9.8	-1.5	1349	-1	769	i	14	1.1	1065	i	6
32. CC(C)CNC(=O)NC(=O)COc1ccc(C=O)cc1
    1	19%	18%	1.9	1.6	7.4	0.14	1729	4	617	i	36	0.0	1041	i	-2
33. CCOC(=O)c1c(-c2ccc(C)cc2)csc1/N=C(\C)C1=C(O)c2ccccc2C1=O
    .	.	.	.	.	.	-0.86	839	0	727	i	21	0.0	1305	.	.
34. COc1cc2oc(=O)c3c(c2cc1OCC(=O)c1c(C)n(C)c2ccccc12)CCCC3
    1	8%	6%	1.7	3.9	7.5	-0.1	1199	2	629	i	40	6.0	493	i	-4
35. CC(C)CSc1n[nH]c(N)n1
    0.5	-7%	-9%	2.3	2.5	3.3	0.33	1348	15	652	i	53	-1.0	1082	i	-5
36. C/C=C/c1ccc(OCCSc2nc(C)cc(=O)[nH]2)c(OC)c1
    1.2	17%	12%	3.5	2.9	10	0.59	1247	.	.	i	52	-1.3	984	i	1
37. Cc1ccc(C)c(N2CCN(C(=O)CNS(=O)(=O)c3cccs3)CC2)c1
    1.1	-5%	1%	0.9	1.8	17	-0.13	1004	-2	776	i	49	-1.7	1276	i	-5
38. CC(=O)c1sc(C(=O)O)c(-c2ccco2)c1-c1ccco1
    .	.	.	.	.	.	0.32	1377	-1	746	i	42	-3.0	1120	.	.
39. CN(C)c1ccc(CNn2cnnc2SCc2ccc(F)cc2)cc1
    1	2%	10%	2.2	3.2	7.9	0.27	1230	-6	750	i	45	-0.1	1151	i	12
40. COc1cc(OC)cc(-c2nc3nc(C)c(CCC(=O)O)c(C)n3n2)c1
    1.1	-5%	0%	2.3	2.5	5.7	-0.29	1261	1	714	i	39	-1.4	1108	i	-5
41. O=S(=O)(c1ccc(-c2ccon2)s1)N1CCN(c2ccccn2)CC1
    .	.	.	.	.	.	-0.15	1343	-23	688	i	40	0.7	971	.	.
42. Clc1cccc(N=C2NN=C(c3ccc4c(c3)OCCO4)CS2)c1
    1	-3%	7%	20	18	20	-0.47	718	10	753	.	.	-1.0	1094	i	3
43. C=CCNC(=O)c1ccccc1NC(=O)c1ccc(Cl)c(S(=O)(=O)Nc2cccc(C)c2C)c1
    1	4%	21%	2.0	1.8	14	-0.39	1308	16	603	i	5	-0.1	1124	i	-2
44. CCCCN(C)CCCNC(=O)CS(=O)Cc1nc(-c2ccc(OC)c(OC)c2)oc1C (stereo not given)
    1.2	4%	2%	4.8	3.4	3.6	0.25	1459	.	.	i	21	-1.9	1417	i	-4
45. CC(=O)N1CCN(C(=O)CCC(=O)O)CC1
    .	.	.	.	.	.	-0.04	1018	6	599	i	53	-0.6	1419	.	.
46. O=C(CSc1ccc(F)cc1)Nc1ccc(Br)cc1
    1.1	15%	20%	2.6	1.8	9.5	-0.6	1657	-2	657	i	26	-1.4	998	i	-35
47. CCc1ccc(NC(=O)c2n[nH]c(=O)c3ccccc23)cc1
    .	.	.	.	.	.	0.39	1558	10	714	i	21	-3.3	1186	.	.
48. CCOC(=O)c1c(CN2CCN(C)CC2)n(C)c2cc(Br)c(OC)cc12
    1.1	7%	2%	2.9	3.1	12	-1.3	1159	-2	719	i	39	0.8	1071	i	11

Exported with one line to a screen: entries from further up
[41] O=S(=O)(c1ccc(-c2ccon2)s1)N1CCN(c2ccccn2)CC1
[42] Clc1cccc(N=C2NN=C(c3ccc4c(c3)OCCO4)CS2)c1

screen / no.	41	42
TNAP activation fold	.	1
PMI inhibition	.	-3%
human PMI inhibition	.	7%
MT stabilize HCS	.	20
MT stabilize HCS Hoechst-high %	.	18
MT stabilize HCS cytotoxicity %	.	20
Insulin prom up	-0.15	-0.47
Insulin prom up cell count	1343	718
Hep lipid drop	-23	10
Hep lipid drop cells 6.5 µM	688	753
T cell HTS	i	.
T cell HTS vesicle-bound %	40	.
b-catenin transl	0.7	-1.0
b-catenin transl cell count 5 µM	971	1094
Autophagy HCS	.	i
Autophagy HCS cell loss 18 h	.	3

High-throughput results from PubChem BioAssay.
